# Bioassay records from PubChem.
# MgcRacGAP inhibition: MgcRacGAP GTPase-activating activity inhibitors, confirmation, biochemical, ADP Hunter fluorescence; MgcRacGAP-stimulated Rac1 GTP hydrolysis, ADP Hunter fluorescence; higher % means a stronger effect; GST-tagged Rac1 F28L mutant substrate; one-dose inhibition, % at 30 µM; IC50 in µM for titrated hits; 0.6% of 340,000 active;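 active = first-screen hits whose inhibition reached a set limit at any dose in the follow-up dose series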;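 note: fluorescence reports GDP produced by GAP-driven GTP hydrolysis; strong numbers were not always called active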
# Myeloid diff MLP: compounds promoting myeloid differentiation; ER-HoxA9 myeloid progenitors, lysozyme-GFP differentiation, flow cytometry; calls only at 10 µM; 1% of 360,000 active; AID 624256;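 active = normalized GFP-positive differentiation at or above the plate's own cutoff, the solvent-only control mean plus 3 SD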;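 note: cells exposed to compound for four days before flow analysis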
# T cell HTS: T cell immune modulators affecting CD8 T cell-vesicle binding | 2C CD8+ T cell-vesicle binding, flow cytometry; hits give low values | calls only at 7 µM | 0.068% of 330,000 active | AID 2052;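 active = response, share of CD8 T cells binding vesicles, and their 90th percentile fluorescence all below set limits, cut at about 80% in these data, passing the limit was not always enough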
#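 Assay system – 2C mouse CD8+ T cells · Also added – QL9-loaded Drosophila micro-vesicles · Timing – Cell–vesicle co-incubation 1.5 h at 37 °C, staining 20 min on ice · Signal – flow cytometry of vesicle-bound cells · Measure – percent CD8+ FL2 mean versus row control · Controls – Peptide-free naked vesicles (low) and QL9 vesicles with 0.7% DMSO vehicle (high)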
# RSV CPE inhibition: RSV antiviral activity via CPE protection, HEp-2 cells, primary 10 µM value included (AID 2391); HEp-2 cells, RSV-induced CPE inhibition; higher % means a stronger effect; CPE inhibition, % at 10 µM, or IC50 in µM where a hit was titrated; 0.13% of 310,000 active; in the data active = a potency from the dose series; note: strong numbers were not always called active
# T cell HTS vesicle-bound %: recorded beside T cell HTS, whose call it bears; double positive events, %; measured here: CD8+ vesicle-bound cell fraction;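 binding gate set so that unloaded-vesicle control wells show 10% double positive cells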
# Myeloid diff MLP GFP+ MAC1+ %: recorded beside Myeloid diff MLP, whose call it bears; GFP+ MAC1+ double positive, %; measured here: differentiation confirmed by MAC1 staining
# * = called active by the depositor; i = inactive; x = not tested or not shown. An excerpt; rates above refer to the full screens.
# Short forms – A = MgcRacGAP inhibition; B = Myeloid diff MLP; C = Myeloid diff MLP GFP+ MAC1+ %; D = T cell HTS; E = T cell HTS vesicle-bound %; F = RSV CPE inhibition
C[C@H](CO)N1C[C@H](C)[C@@H](CN(C)C(=O)Nc2ccccc2)Oc2ccc(NC(=O)C3CC3)cc2C1=O
  A = 6%; B = i; C = 1.1; D = i; E = 6; F = x
COc1ccc(C2(C)NC(=O)N(CC(=O)NCC(=O)Nc3ccc(F)c(F)c3F)C2=O)cc1OC (stereo unspecified)
  A = 1%; B = i; C = 0.9; D = i; E = 33; F = x
CCOC(=O)[C@H]1[C@H]2COc3ccc(C)cc3[C@@H]2N2C(=O)c3cc(Br)ccc3NC(=O)[C@@]12C
  A = 16%; B = i; C = 2.1; D = i; E = 8; F = x
CC(C)(C)c1nnc2sc(SCC(=O)N3CCCCC3)nn2c1=O
  A = -7%; B = i; C = 0.8; D = i; E = 34; F = x
COc1cc(C=O)ccc1Oc1ccc(S(=O)(=O)N2CCOCC2)cc1[N+](=O)[O-]
  A = 3%; B = i; C = 0.5; D = i; E = 19; F = x
Cc1ccc(S(=O)(=O)Nc2ccc3c(c2)C(=O)N([C@H](C)CO)C[C@H](C)[C@@H](CN(C)Cc2ccccc2)O3)cc1
  A = 10%; B = i; C = 0.4; D = i; E = 16; F = x
Cc1ccc(Cl)c(OCC(=O)OCC(=O)c2ccc[nH]2)c1
  A = 4%; B = i; C = 0.7; D = i; E = 13; F = x
O=C(C[C@@H]1C/C=C\CCC(=O)OC[C@@H]2CCCN2C1=O)NCCO
  A = 2%; B = i; C = 1.8; D = i; E = 13; F = x
CN(CC(=O)Nc1ccc(F)c(F)c1F)C(=O)C1CCCCC1
  A = 5%; B = i; C = 0.4; D = i; E = 31; F = x
O=C(CSc1n[nH]c(-c2ccc(Br)cc2)n1)NC1CCCC1
  A = 3%; B = i; C = 1.7; D = i; E = 52; F = x
COc1ccc(NS(=O)(=O)c2cc(N=Nc3c(O)[nH]c(=O)[nH]c3=O)ccc2Cl)cc1
  A = 7%; B = i; C = 1.9; D = i; E = 21; F = x
COc1cccc(NC(=O)CN(C)CC(=O)NCc2ccc(F)cc2)c1
  A = 3%; B = i; C = 1.0; D = i; E = 56; F = x
Cc1csc(=O)n1CCC(=O)NCc1ccc(F)cc1
  A = 5%; B = i; C = 0.8; D = i; E = 34; F = x
CN(Cc1nc2ccccc2c(=O)[nH]1)C(=O)C1CC(=O)N(c2cccc3ccccc23)C1 (stereo unspecified)
  A = 2%; B = i; C = 0.9; D = i; E = 36; F = x
COc1ccccc1NS(=O)(=O)c1ccc(C)c(C(=O)NNC(=O)c2csc(N3CCOCC3)n2)c1
  A = 3%; B = i; C = 0.8; D = i; E = 46; F = x
Cc1ccc(C)c(NC(=O)COC(=O)c2nn(C)c(=O)c3ccccc23)c1
  A = 2%; B = i; C = 0.0; D = i; E = 45; F = x
CCOc1ncccc1C(=O)OCC(=O)Nc1ccc2c(c1)CCC2
  A = 0%; B = i; C = 1.2; D = i; E = 33; F = x
Cn1cccc1C1CCCN1CC(=O)Nc1ccc(F)c(F)c1F (stereo unspecified)
  A = -4%; B = i; C = 0.3; D = i; E = 49; F = x
NC(=O)C1CCN(c2oc(-c3cccs3)nc2S(=O)(=O)c2ccc(Cl)cc2)CC1
  A = 1%; B = i; C = 0.6; D = i; E = 32; F = x
CCC(CO)Oc1cc(NCc2cccc(O)c2)c2ncn(C(C)C)c2c1 (stereo unspecified)
  A = 13%; B = i; C = 0.9; D = i; E = 19; F = x
CCC(CO)Oc1cc(NCc2ccccn2)c2ncn(C(C)C)c2c1 (stereo unspecified)
  A = 6%; B = i; C = 0.8; D = i; E = 17; F = x
CC(NC(=O)COC(=O)C12CC3CC(CC(O)(C3)C1)C2)c1ccccc1 (stereo unspecified)
  A = -6%; B = i; C = 0.8; D = i; E = 33; F = x
COc1cc(CC(=O)N(CC(C)C)C2CCS(=O)(=O)C2)cc(OC)c1OC (stereo unspecified)
  A = 4%; B = i; C = 0.8; D = i; E = 12; F = x
N#CCCN(C(=S)NC(=O)C1CCCCC1)c1ccccc1F
  A = 5%; B = i; C = 1.1; D = i; E = 32; F = x
N#Cc1cnn2c(-c3cccc([N+](=O)[O-])c3)ccnc12
  A = 2%; B = i; C = 0.4; D = x; E = x; F = 9.2%

# A different layout for six compounds above:
smiles,MgcRacGAP inhibition,Myeloid diff MLP,Myeloid diff MLP GFP+ MAC1+ %,T cell HTS,T cell HTS vesicle-bound %,RSV CPE inhibition
NC(=O)C1CCN(c2oc(-c3cccs3)nc2S(=O)(=O)c2ccc(Cl)cc2)CC1,1%,i,0.6,i,32,x
CCC(CO)Oc1cc(NCc2cccc(O)c2)c2ncn(C(C)C)c2c1 (stereo unspecified),13%,i,0.9,i,19,x
CCC(CO)Oc1cc(NCc2ccccn2)c2ncn(C(C)C)c2c1 (stereo unspecified),6%,i,0.8,i,17,x
CC(NC(=O)COC(=O)C12CC3CC(CC(O)(C3)C1)C2)c1ccccc1 (stereo unspecified),-6%,i,0.8,i,33,x
COc1cc(CC(=O)N(CC(C)C)C2CCS(=O)(=O)C2)cc(OC)c1OC (stereo unspecified),4%,i,0.8,i,12,x
N#CCCN(C(=S)NC(=O)C1CCCCC1)c1ccccc1F,5%,i,1.1,i,32,x

# Of the compounds above, these contain bromine.
# Short forms – A = MgcRacGAP inhibition; B = Myeloid diff MLP; C = Myeloid diff MLP GFP+ MAC1+ %; D = T cell HTS; E = T cell HTS vesicle-bound %; F = RSV CPE inhibition
CCOC(=O)[C@H]1[C@H]2COc3ccc(C)cc3[C@@H]2N2C(=O)c3cc(Br)ccc3NC(=O)[C@@]12C
  A = 16%; B = i; C = 2.1; D = i; E = 8; F = x
O=C(CSc1n[nH]c(-c2ccc(Br)cc2)n1)NC1CCCC1
  A = 3%; B = i; C = 1.7; D = i; E = 52; F = x

# Record cards, from the list above. Order of values: MgcRacGAP inhibition	Myeloid diff MLP	Myeloid diff MLP GFP+ MAC1+ %	T cell HTS	T cell HTS vesicle-bound %	RSV CPE inhibition
# `CN(Cc1nc2ccccc2c(=O)[nH]1)C(=O)C1CC(=O)N(c2cccc3ccccc23)C1` (stereo unspecified) is listed with 2%	i	0.9	i	36	x
# `CC(NC(=O)COC(=O)C12CC3CC(CC(O)(C3)C1)C2)c1ccccc1` (stereo unspecified) is listed with -6%	i	0.8	i	33	x
# `Cc1ccc(S(=O)(=O)Nc2ccc3c(c2)C(=O)N([C@H](C)CO)C[C@H](C)[C@@H](CN(C)Cc2ccccc2)O3)cc1` is listed with 10%	i	0.4	i	16	x
